# HDAC3 inhib – blocks human histone deacetylase 3; recombinant HDAC3, fluorogenic peptide/trypsin coupled, fluorescence; inhibition, % at 8.3 µM; 320,000 tested, 0.15% active; in the data active means inhibition above about 26%, passing the limit was not always enough
# ANO1 block – blocks the mouse calcium-activated chloride channel TMEM16A. HEK293 TMEM16A/YFP iodide influx fluorescence, ionomycin. normalized B-score (activity score, 25-100; higher = stronger inhibition) at 10 µM. 310,000 tested, 1.2% active;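 active means ratio plate-corrected score three or more library SD toward inhibition, starting fluorescence score within five deviations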;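 further: score derived from kinetic fluorescence span divided by baseline fluorescence per well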
# RGS4 inh – inhibitors of human RGS4; HEK293 M3R/RGS4 inducible, Fluo-4 calcium flux; active compounds read high; triggered by carbachol at its EC20; B-score at 10 µM; 310,000 tested, 0.45% active; P49798;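 active means B-score, a plate-corrected calcium signal, over three deviations above library mean, with baseline fluorescence within five deviations of library mean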;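 further: RGS4 expression induced by doxycycline in cells with stable M3 receptor; B-score is computed from the integrated fluorescence ratio over baseline after carbachol; higher B-score means a larger calcium signal and so more RGS4 inhibition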
# hERG rescue – hERG (human) protection from proarrhythmic block; AID 1511; CHO-hERG, FluxOR thallium flux, dofetilide IC70 present; activation (rescue from dofetilide block), less the hit threshold, % at 10 µM; 310,000 tested, 0.51% active; Q12809;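 active means activation above the mean of controls blocked by dofetilide plus 5 SD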;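 further: thallium influx through hERG after potassium depolarization seen as dye fluorescence rise; in these data hits start at about 4.7%; inactives centre near -7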
# Target sequence (Q12809 whole entry, looked up): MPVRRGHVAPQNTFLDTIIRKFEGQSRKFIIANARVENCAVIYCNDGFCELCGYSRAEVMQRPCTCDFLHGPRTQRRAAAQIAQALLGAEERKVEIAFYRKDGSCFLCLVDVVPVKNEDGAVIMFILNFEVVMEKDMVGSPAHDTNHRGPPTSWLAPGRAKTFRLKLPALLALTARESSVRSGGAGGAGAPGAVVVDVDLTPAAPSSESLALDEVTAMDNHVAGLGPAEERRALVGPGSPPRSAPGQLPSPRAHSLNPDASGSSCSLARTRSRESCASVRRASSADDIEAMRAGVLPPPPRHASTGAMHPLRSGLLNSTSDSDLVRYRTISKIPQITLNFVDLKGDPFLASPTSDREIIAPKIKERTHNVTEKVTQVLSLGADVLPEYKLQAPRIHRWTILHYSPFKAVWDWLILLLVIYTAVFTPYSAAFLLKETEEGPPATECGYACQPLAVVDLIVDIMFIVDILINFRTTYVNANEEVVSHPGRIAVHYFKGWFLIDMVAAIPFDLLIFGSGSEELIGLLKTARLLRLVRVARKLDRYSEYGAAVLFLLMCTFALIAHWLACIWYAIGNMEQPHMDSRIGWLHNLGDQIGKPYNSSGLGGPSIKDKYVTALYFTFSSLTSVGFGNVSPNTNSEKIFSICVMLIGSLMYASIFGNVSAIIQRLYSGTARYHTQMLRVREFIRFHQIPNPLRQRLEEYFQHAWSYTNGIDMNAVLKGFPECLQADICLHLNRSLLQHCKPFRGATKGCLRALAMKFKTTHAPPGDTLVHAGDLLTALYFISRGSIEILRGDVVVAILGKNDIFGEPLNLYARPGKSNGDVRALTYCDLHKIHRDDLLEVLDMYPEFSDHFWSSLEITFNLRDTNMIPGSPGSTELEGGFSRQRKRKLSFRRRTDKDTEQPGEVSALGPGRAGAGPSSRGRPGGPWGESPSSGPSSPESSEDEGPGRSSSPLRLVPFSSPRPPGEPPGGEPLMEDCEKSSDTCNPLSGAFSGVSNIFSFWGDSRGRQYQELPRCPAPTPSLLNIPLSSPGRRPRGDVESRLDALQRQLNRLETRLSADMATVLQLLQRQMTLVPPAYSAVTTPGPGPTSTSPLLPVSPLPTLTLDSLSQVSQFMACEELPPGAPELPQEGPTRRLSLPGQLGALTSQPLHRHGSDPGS
# SKKanGAS inh – blocks kanamycin growth of S. pyogenes SKKanGAS strain; BacTiter-Glo, 6 h; inhibition, % at 7.5 µM; 300,000 tested, 1.3% active; AID 1662;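 active means mean replicate score, as percent of positive control median, at least 50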;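 further: strain carries kanamycin resistance gene driven by streptokinase promoter and grows in 40 µg/ml kanamycin; loss of luminescence reflects streptokinase promoter inhibition or plain growth inhibition; 0% = median of DMSO wells and 100% = positive control at its reference dose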
# ANO1 activ – mouse TMEM16A channel activation, primary screen | Q8BHY3 | HEK293 TMEM16A/YFP-H148Q/I152L, iodide quench fluorescence; active compounds read low | B-score at 10 µM | 340,000 tested, 0.3% active;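 active means fluorescence-ratio B-score plate-corrected deviation score at least 3 library SD below zero, with starting fluorescence score within 5 deviations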;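 further: channel opened by trigger with iodide after compound preincubation; score built on the fluorescence ratio of max minus min over baseline; more negative score means more quench and so TMEM16A activation or potentiation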
# KCNQ1 block – blocks the human KCNQ1 potassium channel | CHO-K1 KCNQ1, FluxOR thallium flux fluorescence; active compounds read high | B-score at 10 µM | P51787 | AID 2642 | 310,000 tested, 1.3% active;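 active means compounds whose thallium flux B-score, printed positive for inhibition, exceeds three library SD while starting fluorescence stays within three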;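 further: channel opened by potassium depolarization with thallium stimulus after 20 min compound exposure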
# KCNK3 block – human KCNK3 channel inhibition, primary screen; B-score at 10 µM; O14649; CHO-KCNK3 thallium flux, FluxOR fluorescence; active compounds read low; 340,000 tested, 0.84% active;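 active means B-score under library mean minus 4 SD, starting fluorescence ratio at most library mean plus 5 SD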;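 further: more negative B-score means stronger inhibition of thallium flux through KCNK3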
# RGS4 pot – potentiators or activators of RGS4; HEK293 M3R/inducible RGS4, carbachol calcium flux Fluo4; active compounds read low; B-score at 10 µM; 310,000 tested, 0.92% active; AID 463111;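 active means B-score of the integrated calcium signal more than 4 SD below the library mean, with starting fluorescence not abnormally high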;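 further: negative B-score means reduced calcium response which marks RGS4 activation or potentiation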
#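 Assay system: Inducible-RGS4 HEK293 cells carrying M3 receptor | Schedule: Compound preincubation 20 min at room temperature before agonist | Signal: Kinetic calcium fluorescence imaging with Fluo4-AM dye, 2 µM | Read-out basis: B score from integrated fluorescence ratio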
# KCNK9 inh – inhibitors of human KCNK9 two-pore domain potassium channel; Q9NPC2; HEK293 KCNK9, FluxOR thallium flux fluorescence; active compounds read low; 310,000 tested, 1.2% active; B-score at 10 µM;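 active means ratio B-score over 3 SD below the library mean, with starting fluorescence within 5 SD of its mean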;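 further: negative B-score means less thallium flux so channel inhibition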
# KCNQ1 act – potentiators or activators of human KCNQ1 potassium channel | P51787 | CHO-K1 KCNQ1, thallium flux FluxOR fluorescence; active compounds read high | B-score at 10 µM | 310,000 tested, 0.35% active;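 active means fluorescence ratio B-score, a plate-corrected score, at least three library SD, with initial intensity B-score within 5 SD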
#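 System: Stable KCNQ1 CHO-K1 line | Incubation: 90 min dye loading and 20 min compound exposure, both at room temperature | Measure: Ratio B score | Medium: Assay buffer for compound exposure, DMSO matched across wells | Compound dosing: Single-concentration screen | Probe or stimulus: K+/Tl+ depolarizing stimulus | Measured by: Kinetic FluxOR fluorescence, 10 s baseline plus 110 s post-stimulus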
# An asterisk follows results filed as active; i = inactive.
No. | canonical_smiles | KCNK9 inh | hERG rescue | KCNK3 block | ANO1 block | HDAC3 inhib | KCNQ1 block | ANO1 activ | RGS4 inh | RGS4 pot | SKKanGAS inh | KCNQ1 act
1 | Cc1ccc(NC(=O)CN2C(=O)NC(C)(CCc3ccccc3)C2=O)cc1 (configuration not stated) | i | -17 | i | i | 0 | i | i | i | i | -6 | i
2 | Cc1ccc(S(=O)(=O)NCC(=O)N2CCN(c3ccccc3F)CC2)cc1 | i | -8 | i | i | -2 | i | i | i | i | -2 | i
3 | O=C(NCc1ccc(F)cc1)C(c1cccs1)N(C(=O)c1csnn1)C1CC1 (configuration not stated) | i | -14 | i | i | -6 | i | i | i | i | -15 | i
4 | CC[C@H](C)[C@H](NC(=O)c1ccccc1)C(=O)NC(CC(=O)O)c1ccc(F)cc1 (some centres not stated) | i | -3 | i | i | 3 | i | i | i | i | -2 | i
5 | CCOc1ccc(S(=O)(=O)n2ccc(C)n2)cc1 | i | -3 | i | i | -10 | i | i | i | i | -2 | i
6 | CC(C)c1ccc(NS(=O)(=O)c2ccc3c(c2)oc(=O)n3C)cc1 | i | -2 | i | i | 3 | i | i | i | i | -1 | i
7 | CCOC(=O)CNc1nc(C(C)(C)C)nc2c1nnn2Cc1ccccc1Cl | i | -10 | i | i | -3 | i | i | i | i | 3 | i
8 | Cc1ccccc1NC(=O)CNc1ccccc1N1CCCCC1 | i | -14 | i | i | -1 | i | i | i | i | 9 | i
9 | CC1C(=O)Nc2ccccc2N1C(=O)c1ccc(O)cc1 (configuration not stated) | i | -9 | i | i | 7 | i | i | i | i | -3 | i
10 | CCOCCCn1c(SCC(=O)Nc2ccc(NC(C)=O)cc2)nc2ccccc2c1=O | i | -2 | i | i | -6 | i | i | i | i | -5 | i
11 | Cc1ccc(NC(=O)CS(=O)CC(=O)Nc2ccccc2-c2ccc(C)o2)cc1 (configuration not stated) | i | -4 | i | i | -3 | i | i | i | i | 1 | i
12 | COc1cccc(NC(=S)N(CCCN2CCOCC2)Cc2cn(C)c3ccccc23)c1 | i | -10 | i | i | 1 | i | i | i | i | -8 | i
13 | Cc1ccc(/C=C/c2nc3ccccc3[nH]2)o1 | i | -21 | i | i | 0 | i | i | 14* | i | 13 | i
14 | CC1CC(C)CN(S(=O)(=O)N2CCC(C(=O)NCCc3ccccc3)CC2)C1 (configuration not stated) | i | -4 | i | i | -9 | i | i | i | i | -2 | i
15 | COc1ccc(S(=O)(=O)Nc2cccnc2)c(Cl)c1Cl | i | -5 | i | i | -1 | i | i | i | i | 3 | i
16 | CN(/N=C/c1ccc(Cl)cc1)c1ncc(Cl)cc1C(F)(F)F | i | -6 | i | i | -2 | i | i | i | i | 73* | i
17 | COc1ccc(Cn2cccc(NC(=O)Nc3ccc(C#N)cc3)c2=O)cc1 | i | -5 | i | i | -1 | i | i | i | i | -2 | i
18 | Cc1ccc(OCC(=O)N2CCC3(CC2)CC(=O)c2ccccc2O3)cc1 | i | -11 | i | i | -3 | i | i | i | i | -3 | i
19 | O=c1cc(-c2ccccc2)c2c(O)cc(O)cc2o1 | i | -15 | i | i | 1 | i | i | i | i | 0 | i
20 | Cc1nn(CC#N)c(=O)n1-c1ccccc1F | i | -7 | i | i | 1 | i | i | i | i | -3 | i
21 | Cc1nnc(SCC(=O)N2c3ccccc3C(C)(c3ccccc3)CC2(C)C)s1 (configuration not stated) | i | -4 | i | i | -2 | i | i | i | i | 1 | i
22 | COc1ccc(CCNC(=O)C(=O)NCC2OCCN2S(=O)(=O)c2ccc(Cl)cc2)cc1OC (configuration not stated) | i | -14 | i | i | 4 | i | i | i | i | -4 | i
23 | COc1ccc(CCNC(=O)/C=C/c2ccco2)cc1OC | i | -7 | i | i | 8 | i | i | i | i | -1 | i

# Screening data: PubChem BioAssay, several laboratories
